HGIII-sPLA2 inh: Blocks human group III sPLA2 activity. QFRET BODIPY PC-A2 liposome hydrolysis, fluorescence. inhibition, % at 12.2 µM. 370,000 tested, 0.56% active;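 active means inhibition above mean plus 3 SD of compounds lying within the high and low control bounds, cut at about 19% in these data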;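 further: 0% = median of test compound wells and 100% = no enzyme DMSO wells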
Target sequence (Q9NZ20 whole entry, looked up): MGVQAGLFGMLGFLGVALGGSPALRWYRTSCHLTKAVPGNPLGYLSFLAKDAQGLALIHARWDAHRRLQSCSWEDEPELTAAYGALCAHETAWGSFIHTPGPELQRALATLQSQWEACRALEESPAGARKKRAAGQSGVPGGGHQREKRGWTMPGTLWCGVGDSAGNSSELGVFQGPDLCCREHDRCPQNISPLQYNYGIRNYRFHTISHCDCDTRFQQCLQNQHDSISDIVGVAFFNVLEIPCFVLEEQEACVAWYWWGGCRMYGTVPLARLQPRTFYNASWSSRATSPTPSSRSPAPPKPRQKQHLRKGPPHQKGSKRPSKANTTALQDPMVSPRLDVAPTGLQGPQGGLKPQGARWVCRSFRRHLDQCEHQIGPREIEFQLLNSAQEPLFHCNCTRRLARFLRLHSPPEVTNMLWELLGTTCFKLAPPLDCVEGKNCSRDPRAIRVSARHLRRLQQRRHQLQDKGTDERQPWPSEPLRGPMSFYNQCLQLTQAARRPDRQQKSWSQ
SMARCA2 act: SMARCA2 function activation, primary screen; MG213 cells, MMTV-luciferase reporter, dexamethasone, overnight; activation, % at 9.1 µM; 370,000 tested, 1% active; AID 652017; in the data active means activation above about 7.8%;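 further: 0% = vehicle wells and 100% = reference activator wells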
GAA850 FXN act: frataxin GAA850 promoter activation; HEK293 lucGAA850 FXN promoter luciferase reporter, 24 h; percent of 10 µM SAHA response; activation, % at 6 µM; 360,000 tested, 0.56% active; AID 540364;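 active means activation above the average of all compounds screened plus 3 SD, cutoff fixed separately per campaign, cut at about 7.5% in these data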;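 further: 0% = DMSO wells and 100% = 10 µM SAHA wells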
hgDAF12 agonist: agonists of H. glycines DAF-12 nuclear receptor | HEK293 GAL4-hgDAF12 UAS-luciferase reporter, agonist luminescence; normalized to butyrate control | activation, % at 6.8 µM | 370,000 tested, 1.8% active | AID 687014;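 active means activation above a cutoff set at the mean of all screened compounds plus 3 SD, cut at about 10% in these data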;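 further: 0% = DMSO wells and 100% = sodium butyrate wells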
ssDAF-12 act: activates DAF-12 receptor from parasite S. stercoralis. HEK293 ssDAF-12/GRIP1 lit1-tk-luc reporter, luminescence; % of 3 µM dafachronic acid response. activation, % at 6.8 µM. 370,000 tested, 1% active;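 active means activation above the mean over all tested compounds plus 3 SD, cut at about 0.9% in these data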;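 further: 0% = DMSO-only wells and 100% = 3 µM delta7-dafachronic acid wells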
DAX1 inh-1: DAX1 (NR0B1) inhibition, primary screen; HEK293T StAR-luciferase reporter, SF-1/DAX-1 repression relief; inhibition, % at 6.8 µM; 370,000 tested, 1.1% active; AID 652010;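 active means inhibition above the mean over all tested compounds plus 3 SD, cut at about 3.6% in these data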;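 further: 0% = DAX-1 cells with DMSO and 100% = cells lacking DAX-1 with DMSO; higher inhibition means more luminescence from relief of DAX-1 repression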
NR1D1 modulator: Rev-erb alpha (human) modulation. P20393. Rev-erbα–FITC-DNA binding, fluorescence polarization, 90 min. activity, % at 10 µM. 370,000 tested, 0.79% active. AID 1259318;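 active means activity above about 14%, limit read from the data; passing the limit was not always enough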;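 further: 0% = DMSO wells with 35 nM protein and 100% = DMSO wells with 750 nM protein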
DAX1 inh-2: inhibits human nuclear receptor DAX1 | inhibition, % at 6.75 µM | AID 504766 | 340,000 tested, 0.99% active | HEK293 Gal4-DAX1 luciferase reporter, luminescence;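 active means inhibition above the mean over all tested compounds plus 3 SD, cut at about 4.2% in these data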;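 further: 0% = DAX1-transfected cells with DMSO and 100% = empty-vector control cells with DMSO; inhibition shows as a rise in luminescence from relieved DAX1 repression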
Target sequence (P51843 207-470 limits assumed): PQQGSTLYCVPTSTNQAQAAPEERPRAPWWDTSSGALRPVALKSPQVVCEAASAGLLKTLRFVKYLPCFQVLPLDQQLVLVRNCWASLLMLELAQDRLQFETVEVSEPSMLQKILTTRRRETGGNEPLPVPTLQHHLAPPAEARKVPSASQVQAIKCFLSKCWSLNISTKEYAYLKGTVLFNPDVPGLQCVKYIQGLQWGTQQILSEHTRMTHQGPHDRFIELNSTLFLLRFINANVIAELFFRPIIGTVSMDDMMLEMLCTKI
PG9 binder: PG9 antibody binding by small molecule; inhibition, % at 6.7 µM; 360,000 tested, 0.43% active; AID 624416; TR-FRET gp120-PG9 antibody binding; in the data active means inhibition above about 8.5%
PLC-beta3 inh: blocks human PLC-beta3 enzyme activity | Q01970 | Purified PLC-beta3, fluorogenic substrate, fluorescence | inhibition, % at 12.2 µM | 370,000 tested, 0.18% active | AID 720704; in the data active means inhibition above about 11%;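 further: 0% = median of compound wells on plate and 100% = full blocker control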
hcDAF12 agonist: H. contortus DAF-12 activation, primary screen; 370,000 tested, 1.4% active; HEK293 hcDAF-12 lit1-tk-luc reporter, luminescence; 0% DMSO, 100% Δ7-dafachronic acid; AID 652067; activation, % at 6.8 µM;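 active means activation above the mean of all tested compounds plus 3 SD, cut at about 5.5% in these data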;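 further: 100% = response to 3 µM Δ7-dafachronic acid high control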
An asterisk follows results filed as active; i = inactive; . = not tested or not shown.

No. | smiles | HGIII-sPLA2 inh | SMARCA2 act | GAA850 FXN act | hgDAF12 agonist | ssDAF-12 act | DAX1 inh-1 | NR1D1 modulator | DAX1 inh-2 | PG9 binder | PLC-beta3 inh | hcDAF12 agonist
1 | O=C(CSc1nnc2ccc(-c3ccccc3)nn12)NCC1CCCO1 (stereo not drawn) | 4 | 3 | -0.6 | 1.6 | -1.7 | 0.0 | -5 | 0.6 | -1.4 | -201 | -1.6
2 | COc1cccc(NC(=O)C2CCCO2)c1 (stereo not drawn) | -2 | 1 | 0.5 | -0.7 | -0.4 | 0.2 | 3 | 1.1 | 1.2 | 0 | 3.4
3 | O=C(NCc1ccccc1)C(c1ccccc1)n1c(=O)c(-c2cc3ccccc3[nH]2)nc2ccccc21 (stereo not drawn) | -47 | -4 | . | 4.1 | 0.3 | 2.1 | -1 | . | -0.7 | i | 3.5
4 | c1ccc(CNn2nnnc2-c2ccccc2)cc1 | -2 | -2 | 0.2 | -1.1 | -1.2 | -0.6 | -3 | -0.3 | -0.5 | 4 | -2.2
5 | CSc1ccc(/C=C(/NC(=O)c2ccco2)C(=O)NCc2ccco2)cc1 | 9 | -3 | 1.0 | 2.4 | -0.8 | 0.4 | 4 | 0.6 | 0.1 | -19 | -0.2
6 | CC(C)NC(=O)C1CCN(C2CCN(C(=O)c3scc4c3CCCC4)CC2)CC1 | -4 | -6 | 0.9 | -2.1 | -1.7 | -0.7 | 1 | 0.3 | -1.8 | -5 | -1.6
7 | COc1ccccc1CNS(=O)(=O)c1ccc(-c2cc(C)no2)cc1 | -6 | -3 | -2.9 | -4.0 | -1.6 | -4.8 | 4 | -1.0 | 0.6 | -4 | -2.4
8 | COc1ccccc1C(CNC(=O)c1ccc(S(=O)(=O)N2CCCCC2)cc1)N(C)C (stereo not drawn) | 2 | 0 | 2.6 | 0.7 | -0.7 | -0.3 | -5 | 0.2 | 2.2 | 1 | -0.1
9 | CNC(=O)NC(=O)CSc1nc2ccccc2n1CCOC | 1 | 1 | -0.3 | 1.9 | -1.0 | -0.4 | 1 | -1.3 | -0.5 | 0 | -1.6
10 | CCOC(=O)Nc1nnc(-c2ccccc2OC)s1 | 10 | 3 | 2.5 | 4.2 | -0.5 | -0.2 | 2 | 0.0 | -1.1 | -8 | 5.8*
11 | COc1ccc(C)cc1S(=O)(=O)N1CCN(C(=O)c2ncoc2-c2cccc(C)c2)CC1 | -5 | 0 | 0.9 | -1.9 | 0.3 | -0.1 | -1 | -0.2 | -0.9 | -5 | 4.2
12 | O=c1[nH]c(C2CCCN(S(=O)(=O)Cc3ccccc3)C2)nc2c1nnn2Cc1cccc(Cl)c1 (stereo not drawn) | 4 | -4 | 0.8 | -0.9 | -1.1 | 0.6 | -2 | -0.7 | -1.6 | 1 | -1.6
13 | O=c1ccc(/C=C/c2ccccc2)nn1Cc1ccc(F)cc1 | -2 | 0 | 4.3 | 0.2 | -0.3 | -0.2 | -1 | -0.9 | -1.6 | -60 | -0.9
14 | CNC(=S)NNC(=O)c1sc2cc(C(F)(F)F)cnc2c1-c1ccccn1 | 14 | 8.0* | -0.5 | -3.7 | -0.6 | -0.5 | -1 | -0.7 | -2.6 | -59 | 0.1
15 | Cc1cc(NC(=O)CSc2nnc(C3CC3)n2Cc2ccccc2)no1 | 5 | -2 | 3.1 | -3.6 | -1.5 | -0.5 | 3 | 0.9 | 0.4 | 0 | -1.1
16 | CNC(=O)c1csc(-c2cccs2)n1 | 2 | 1 | 1.1 | 4.4 | -0.1 | -0.2 | -7 | 0.9 | 1.4 | -2 | 4.9
17 | COc1ccc(NC(=O)CSc2ncn(-c3ccccc3)n2)cc1Cl | -6 | 1 | -0.8 | -2.1 | -1.8 | -0.2 | -6 | -0.1 | -1.7 | 0 | -1.1
18 | COc1ccc(Cl)cc1NC(=S)N(CCN1CCOCC1)C1CCN(C(C)=O)CC1 | 4 | -5 | 1.8 | -4.1 | -1.0 | 0.0 | 4 | 0.2 | -0.7 | -10 | -1.0
19 | CN(C(=O)c1cccc(NC(=O)Cc2cccc(NC(=O)C3CCCN(C(=O)C4CCC4)C3)c2)c1)C1CCC1 (stereo not drawn) | -18 | -7 | -2.4 | -2.5 | -0.9 | -1.9 | 6 | -1.6 | 0.5 | 9 | -3.1
20 | CCOC(=O)c1c(NC(=O)COC)sc2c1CCCC2 | 0 | -1 | -1.3 | -1.1 | -0.9 | -0.7 | -1 | 3.0 | 1.0 | 1 | -0.9
21 | CCOC(=O)CNC(=O)N1CCCC(CNS(=O)(=O)Cc2ccccc2)C1 (stereo not drawn) | 5 | -3 | 1.8 | -2.1 | -1.2 | 0.1 | 6 | -1.0 | 1.1 | -1 | -0.8
22 | O=C(O)CCC(=O)Nc1cccc(C(=O)c2ccccc2)c1 | 9 | -4 | 2.3 | -0.7 | -0.7 | -0.2 | 1 | 2.2 | 0.9 | -7 | -1.3
23 | COc1ccccc1N(CC(=O)N/N=C(\C)c1ccc(F)cc1)S(=O)(=O)c1ccccc1 | -10 | -4 | -0.6 | 1.9 | -0.8 | 2.0 | -9 | 1.0 | 1.1 | 0 | -0.1
24 | Clc1ccc(N=NN2CCOCC2)cc1 | 19* | -5 | 2.8 | 4.2 | 0.6 | 0.9 | 2 | 1.3 | 0.1 | -8 | 1.6
25 | COC(=O)Nc1c(-c2ccccc2)nc2ccccn12 | 5 | -3 | 0.0 | -1.3 | -1.7 | 0.2 | -1 | 1.0 | -0.1 | -113 | -0.4
26 | CCOc1ccc(-c2nc(CSc3nnc(N)s3)cs2)cc1OC | -5 | 7 | 3.3 | 4.7 | -1.0 | 0.1 | 6 | -0.3 | -3.3 | -3 | -0.9
27 | CC(C)COc1ccc(CNC(=S)N/N=C/c2ccc([N+](=O)[O-])cc2)cc1 | -1 | 0 | 0.6 | 2.6 | -0.9 | 0.2 | 2 | 0.7 | 0.6 | 1 | -1.4
28 | CC1CCCC(NC(=O)CN(C)CC(=O)Nc2cccc(F)c2)C1C (stereo not drawn) | -1 | -3 | -1.0 | -0.1 | -0.8 | -0.9 | -2 | 0.5 | -0.6 | -1 | -0.7
29 | O=C(CSCc1ccccc1)Nc1nccs1 | -4 | 0 | 0.8 | 2.6 | -1.4 | 0.1 | -4 | 0.4 | 1.0 | 2 | -2.3
30 | COC(=O)C(Cc1ccccc1)NC(=O)CC(C)CC(=O)Nc1ccc(C)cc1 (stereo not drawn) | -2 | -2 | 1.9 | 1.9 | -1.3 | -0.3 | -6 | 0.5 | -2.3 | 0 | 0.8
31 | COc1ccc(-c2nc(NC(C)=O)sc2-c2ccc(OC)cc2)cc1 | -7 | -1 | 0.5 | -1.8 | -1.8 | -0.6 | 7 | 0.0 | -1.2 | -46 | -0.2
32 | O=C(OCCN1CCCCC1)c1ccc(Cl)cc1 | 3 | 2 | -0.8 | 0.1 | -0.4 | 0.3 | 1 | -0.8 | 2.5 | -1 | 1.7
33 | CCOc1ccc(C(=O)NC2CCN(CC(=O)NCc3cccs3)CC2)cc1 | 0 | 2 | -0.8 | 3.7 | -1.1 | -0.1 | -3 | -1.1 | 1.3 | -4 | -0.2
34 | COCCn1c(SCC(=O)Nc2ccccc2OC)nnc1-c1ccco1 | 1 | -3 | -0.5 | 1.1 | -0.9 | 0.5 | -2 | -0.8 | -2.5 | 4 | 0.5
35 | COc1cccc(NC(=O)Cn2c(=O)n(C)c(=O)c3sc4c(c32)COC(C)(C)C4)c1 | -3 | 0 | -0.8 | -0.6 | -1.1 | -0.3 | 2 | -0.3 | -0.9 | -4 | -1.2
36 | C=CC[C@@H](CC(=O)N(CCO)Cc1ccccc1)C(=O)N[C@H](C)COC(=O)[C@@H](CC=C)Cc1ccc(F)cc1 | -19 | -1 | -3.4 | -3.3 | -1.6 | -1.2 | 0 | -1.3 | -1.5 | 0 | -2.0
37 | COc1ccc(CCNC(=O)c2cc3sccc3n2C)cc1OC | 1 | 1 | 1.2 | -1.4 | -2.4 | -0.9 | 2 | -0.8 | -1.2 | 0 | -2.8
38 | COCC(C)Nc1ncnc2c1cnn2-c1ccc(Cl)cc1 (stereo not drawn) | 2 | 4 | 0.4 | 18* | 0.5 | 4.0* | -4 | 1.0 | 1.9 | 2 | 5.8*
39 | COCCNC(=O)C1CCN(S(=O)(=O)c2c(C)noc2/C=C/c2cccs2)CC1 | -8 | -5 | 2.2 | -0.8 | -0.8 | -0.8 | -3 | -0.5 | -1.9 | -6 | -1.4
40 | c1ccc(C2=Nc3cccnc3C(c3ccccc3)=NN2)cc1 | 2 | -4 | 2.1 | 1.4 | -1.8 | -1.6 | -1 | -0.4 | -0.8 | -5 | -1.1
41 | O=C(Nc1ccccn1)C1CCN(C(=O)c2ccc(F)cc2)CC1 | 9 | 0 | 0.8 | -1.8 | -0.6 | 0.0 | 9 | 0.6 | 1.4 | -11 | -1.6
42 | CCN(C[C@H]1N[C@@](CC)(C(=O)OC)[C@H]2C(=O)N(Cc3ccccc3)C(=O)[C@@H]12)S(=O)(=O)c1ccc(F)cc1 | -6 | -2 | 6.7 | -1.1 | -1.2 | -2.3 | 1 | -0.4 | -0.2 | 4 | -1.1
43 | COC(=O)c1ccccc1NC(=O)C1COc2ccccc2O1 (stereo not drawn) | -2 | 3 | 1.6 | 6.7 | -1.1 | 0.4 | -1 | -0.5 | -1.7 | -2 | -1.2
44 | CCOC(=O)c1cccc(NC(=O)CCNS(=O)(=O)c2cc(Br)cnc2N)c1 | -29 | -2 | 0.7 | 3.2 | -1.7 | -0.4 | -4 | -0.4 | -1.3 | -8 | 2.4
45 | CCOC(=O)CSc1nc2c(sc(=S)n2Cc2ccco2)c(=O)n1-c1ccccc1 | 3 | -3 | 1.0 | 2.1 | -2.0 | -0.3 | 5 | -0.1 | -0.8 | 3 | -1.8
46 | COc1ccc(C(=O)N2N=C(c3ccccc3)CC2(O)C(F)(F)F)cc1 (stereo not drawn) | -2 | -1 | 2.0 | -0.2 | -1.2 | -2.3 | . | -2.0 | 0.2 | -9 | -2.0
47 | COc1ccc(S(=O)(=O)N(C)CC(=O)NCCN2CCOCC2)cc1 | 4 | 3 | 2.5 | 0.0 | -0.6 | 0.2 | 4 | 0.2 | -1.8 | -1 | 0.8
48 | Cc1ccc(CN2CC(C(=O)Nc3ncc(C)s3)CC2=O)cc1 (stereo not drawn) | -9 | 0 | 2.0 | 7.5 | -1.1 | -0.6 | 4 | -0.5 | 0.9 | -1 | 1.7
49 | CCc1nc2ccc(C(=O)Nc3cc(-c4ccccc4)ccc3OC)cn2c1N(CC)CC(=O)N(C)C | 2 | 0 | 1.9 | 0.7 | -1.9 | -2.0 | -3 | . | 0.1 | -17 | -3.2
50 | Cc1cc(C)c(OCC(=O)OCC(=O)NNC(=O)c2ccccc2F)c(C)c1 | -1 | 0 | 0.9 | 2.8 | -1.0 | -1.3 | -1 | 1.2 | 0.6 | -10 | -0.2
51 | N#C/C(=C\c1ccccc1)c1n[nH]c(Cn2cncn2)n1 | 0 | 1 | -2.6 | -0.1 | -0.6 | -0.2 | 2 | 0.0 | 0.9 | -2 | -0.7
